# Bioassay records: PubChem, National Center for Advancing Translational Sciences (NCATS)
# GLP-1R agonist: qHTS of GLP-1 Receptor Agonists | Glucagon-like peptide 1 receptor (Homo sapiens), P43220 | HEK293 GLP-1R CRE-luciferase, luminescence, 4-6 h; cells express a hypersensitive GLP-1R form | Potency, µM (highest dose often 45.6 µM), inactives show at the highest dose activation, hits mostly activators | 380,000 compounds, 0.007% hits | AID 624172, 2012; further: potency means the concentration at half of the fitted maximal effect; % of control where 0% means no effect
# Target sequence (P43220 whole entry, looked up): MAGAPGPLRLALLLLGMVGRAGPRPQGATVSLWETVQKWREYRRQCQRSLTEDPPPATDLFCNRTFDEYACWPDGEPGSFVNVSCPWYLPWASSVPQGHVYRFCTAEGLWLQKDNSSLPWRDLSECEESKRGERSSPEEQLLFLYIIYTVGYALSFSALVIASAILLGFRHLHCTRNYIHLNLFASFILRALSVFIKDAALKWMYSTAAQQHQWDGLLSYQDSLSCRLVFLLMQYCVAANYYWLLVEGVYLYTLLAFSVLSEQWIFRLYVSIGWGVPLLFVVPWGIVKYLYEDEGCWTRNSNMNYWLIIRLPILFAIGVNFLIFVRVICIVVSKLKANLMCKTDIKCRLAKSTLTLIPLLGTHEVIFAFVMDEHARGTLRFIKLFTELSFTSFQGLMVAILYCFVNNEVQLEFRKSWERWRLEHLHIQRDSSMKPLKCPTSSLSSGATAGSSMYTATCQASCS
# aSyn yeast inh: qHTS of alpha-syn Inhibitors; Yeast expressing alpha-synuclein, growth rescue, BacTiter-Glo, 24 h; Potency, µM (top dose mostly 46.1 µM), for the others: top-dose growth rescue (activation), most hits filed as activators; 370,000 compounds, 0.14% hits; AID 652106, 2013; further: potency means the concentration at half of the fitted maximal effect; % of control where 0% means no effect; nearly all actives have a fitted effect of over 65% in size
#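 Rescue of yeast growth: cells expressing toxic alpha-synuclein, induced in galactose at OD600 0.02, incubated with compound 24 h at 30 C. ATP luminescence quantified growth; inhibitors of toxicity appear as activators.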
# GLP-1R inv ag: qHTS of GLP-1 Receptor Inverse Agonists (Inhibition Mode) | Potency, µM (top dose mostly 38.3 µM), inactives show top-dose activity change, negative = inhibition, hits mostly inhibitors | 410,000 compounds, 1.6% hits | HEK293 GLP-1R CRE-luciferase, luminescence, 24 h; GLP-1R form is constitutively active | Glucagon-like peptide 1 receptor (Homo sapiens), P43220 | AID 624417, 2012; further: potency means the concentration at half of the fitted maximal effect; on the % scale 0 is the no-effect control and ±100 the full control effect; nearly all actives have a fitted effect of over 55% in size
#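 HEK293 cells stably co-expressing constitutively active GLP-1R and a cAMP-responsive luciferase reporter were seeded in DMEM with 10% Nu serum, given compounds after 12 h, and incubated 24 h at 37 deg C. Luminescence was then read.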
# Abeta rescue: qHTS for compounds that reverse cellular toxicity of Amyloid beta (A-beta) peptide in yeast: Primary Screen | AID 1347071, 2019 | Potency, µM (titrated, usually from 46.1 µM), without a hit: top-dose growth rescue, hits mostly activators | 410,000 compounds, 0.063% hits | yeast expressing A-beta42, growth rescue, OD600, 48 h; response scale: 0% DMSO, 100% iron-clioquinol control; further: potency means the concentration at half of the fitted maximal effect; nearly all actives have a fitted effect of over 55% in size
#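 Growth rescue measured by 600 nm absorbance after 48 h yeast culture at 30 C with compound. Values normalized between DMSO and an equimolar ferric chloride plus clioquinol control.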
# FUS yeast rescue: qHTS for Suppressors of FUS Proteinopathy: Primary screen using FUS-linked yeast assay; S. cerevisiae FUS-expressing, growth rescue, OD600, 24 h; 390,000 compounds, 0.24% hits; Potency, µM (doses to about 76.6 µM), for inactives: at the top dose growth rescue (activation), most hits filed as activators; AID 1347120, 2019;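 further: potency means the concentration at half of the fitted maximal effect; plate controls were DMSO vehicle for no effect and reference control for full effect; nearly all actives have a fitted effect of over 55% in size; some results filed as inactive show a strong effect at the top dose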
#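 Quantitative HTS measuring growth restoration of FUS-toxic yeast. Galactose-induced cells (OD 0.005) were exposed 24hr at 30C to compounds at several concentrations, then absorbance at 600 nm was recorded.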
# DRD3 antagonist: qHTS of D3 Dopamine Receptor Antagonist: qHTS. D(3) dopamine receptor (Homo sapiens), P35462. D3R cells, DiscoveRx beta-arrestin luminescence, antagonist mode; stronger effect = lower value. max response, negative = inhibition, %. 360,000 compounds, 2.5% hits. AID 652054, 2013; in the data active means max response below about -50%; inconclusive means no clear call, values can overlap the other calls; further: on the % scale 0 is the no-effect control and ±100 the full control effect; mostly tested at two doses, the higher about 12 µM
# Target sequence (P35462 whole entry, looked up): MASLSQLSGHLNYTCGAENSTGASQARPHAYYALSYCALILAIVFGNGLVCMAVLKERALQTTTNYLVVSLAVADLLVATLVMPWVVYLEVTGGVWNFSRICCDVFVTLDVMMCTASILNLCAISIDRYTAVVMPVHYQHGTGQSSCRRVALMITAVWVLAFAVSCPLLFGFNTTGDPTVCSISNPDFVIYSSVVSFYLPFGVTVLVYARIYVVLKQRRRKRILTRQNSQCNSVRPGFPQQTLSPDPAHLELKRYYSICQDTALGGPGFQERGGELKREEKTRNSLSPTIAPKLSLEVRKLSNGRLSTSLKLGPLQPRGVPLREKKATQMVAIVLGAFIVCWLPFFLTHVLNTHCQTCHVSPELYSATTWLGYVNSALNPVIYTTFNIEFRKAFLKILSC
#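 Cells plated overnight at 1500 cells/well, then exposed to library compounds with dopamine controls for 90 minutes at 37 degrees C. DiscoveRx reagent added for 30–60 minutes at room temperature; luminescence read, quantitative HTS format.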
# Akt phos inh: HTS Assay for Inhibitors of Akt Phophorylation: Primary Screen; Neuro2A IGF-stimulated pAkt S473 HTRF, 20 min; stronger effect = lower value; activity change, % for hits at 50 µM; 360,000 compounds, 0.32% hits; in the data active means activity change below about -80%; inconclusive means mostly about -51% to -80%; further: on the % scale 0 is the no-effect control and ±100 the full control effect
#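 Neuro2A cells in DMEM with 0.5% FBS, overnight at 37 deg C, given compound at single 50 µM final, then IGF (6 nM final) for 20 min at 37 deg C. Lysed; phospho-Akt Ser473 by HTRF after 24 h, 665/615 ratio.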
# TDP43 rescue: qHTS of TDP-43 Inhibitors | TDP-43 expressing yeast growth rescue, BacTiter-Glo, 24 h | Potency, µM (series often up to 46.1 µM), inactives show at the top dose growth rescue (activation), hits mostly activators | 410,000 compounds, 1.8% hits; further: potency means the concentration at half of the fitted maximal effect; % of control where 0% means no effect; nearly all actives have a fitted effect of over 50% in size
#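 Readout is BacTiter-Glo luminescence of cell growth, so inhibitors register as activators. TDP-43-expressing yeast at OD600=0.02 in galactose medium, after raffinose pregrowth to mid-log, were incubated with compound for 24 hr at 30 deg C.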
# PTHR1 agonist: qHTS for PTHR1 Agonists: Primary Screen. AID 743266, 2014. 410,000 compounds, 0.075% hits. Parathyroid hormone/parathyroid hormone-related peptide receptor (Homo sapiens), Q03431. Potency, µM (series often up to 115 µM), for inactives: at the top dose activation, usual class: activators. HEK293 GP2 PTHR1 cells, GloSensor cAMP luminescence, 1 h; further: potency means the concentration at half of the fitted maximal effect; nearly all actives have a fitted effect of over 55% in size; some results filed as inactive show a strong effect at the top dose; inactives centre near -15; many of its hits are not listed in these tables
#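 HEK-293-derived GP2 cells expressing PTHR1 and a GloSensor cAMP reporter, 3,000/well, plated overnight, given luciferin plus IBMX (each 0.5 mM as added) for 1 h at 37 °C, then compound for 1 h at 37 °C. Luminescence was read after 15 min at room temperature.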
# The depositor's hits bear a star; i = inactive; ? = inconclusive; · = no result given; [ ] = remark or other dose. Unless noted, the call rests on the fitted dose curve; in most records, active means well fitted curve in the direction sought with a large enough effect; inconclusive means small, poorly fitted or top-dose-only effect, or another doubt; inactive means no such curve, though single readings can be large; an effect the other way counts as inactive or inconclusive. Not all compounds are listed. The share of hits here may be higher or lower than overall.
canonical_smiles	Abeta rescue	GLP-1R agonist	aSyn yeast inh	Akt phos inh	TDP43 rescue	DRD3 antagonist	GLP-1R inv ag	FUS yeast rescue	PTHR1 agonist
COc1ccc(-c2c(C#Cc3ccsc3)c3cc(-c4ccc(C(N)=O)cc4)ccc3n2C)cc1	0.1%	8.5%	-4.3%	i	20.9%	-5.4	-5.8%	2.4%	i
COc1ccc(/C=N/NC(=O)c2ccc(N3CCCC3=O)cc2)cc1	3.5%	11.0%	2.3%	i	-8.3%	1.8	2.2%	6.1%	-7.4%
NC(=O)CC(NC(=O)Cc1cccc2ccccc12)c1ccc(NCCN2CCCCC2)c([N+](=O)[O-])c1 (stereo unspecified)	-7.7%	-3.9%	-8.0%	i	-20.7%	-14.3	6.2%	-3.5%	-6.6%
COc1cccc(NC(=O)CN(C)C(=O)/C=C/c2cn(-c3ccccc3)nc2-c2cccs2)c1	10.9%	-10.3%	13.5%	i	10.2%	-5.9	7.94µM*	17.2%	-3.5%
O=C(NCCCN1CCCC1=O)c1cccc(N2CCCC2=O)c1	3.2%	-5.7%	-1.7%	i	3.2%	-1.3	0.6%	0.3%	-12.3%
CCOC(=O)C[N+](CC)(CC)CC#Cc1ccccc1	2.6%	3.3%	4.1%	i	-1.8%	17.4	4.0%	-13.6%	i
Cc1cc(C)nc(Nc2cccc(C(F)(F)F)c2)n1	-14.4%	-7.0%	-13.0%	i	?	0.6	-16.8%	-0.6%	i
N#CC1=C(N)Oc2n[nH]c(-c3cccs3)c2C1C1C=CCCC1 (stereo unspecified)	-0.3%	-4.4%	-1.2%	i	-6.9%	-16.0	0.1%	0.4%	-10.6%[57.5 µM]
Cc1ccc2cc(CN(CC3CCCO3)C(=O)Nc3ccccc3F)c3nnnn3c2c1 (stereo unspecified)	3.4%	3.6%	2.4%	i	11.0%	0.2	23.5%	11.3%	i
CS(=O)(=O)Nc1ccccc1C(=O)NCCSc1ccccc1	-7.0%	0.4%	-1.8%	i	15.3%	?	9.6%	21.0%	-1.1%
Cc1ccc(NC(=O)Cn2ccn(-c3ccc(F)c(F)c3)c(=O)c2=O)cc1C	12.1%	·	·	·	7.0%	·	12.6%	-9.6%	i
CC(CNC(=O)CCc1ccccc1)NC(=O)CCc1ccccc1 (stereo unspecified)	-8.3%	0.1%	-1.1%	i	15.7%	-1.5	1.1%	10.2%	i
CN1CCC(=NNc2ccc(S(=O)(=O)N3CCOCC3)cc2[N+](=O)[O-])CC1	22.2%	-2.7%	2.0%	i	8.5%	-6.4	5.6%	34.8%	-13.8%
CCOc1ccccc1NC(=O)C(C)Sc1nc(-c2ccccc2)c(C#N)c(=O)[nH]1 (stereo unspecified)	-4.3%	·	·	·	19.7%	·	-5.2%	4.9%	-15.1%
CCOC(=O)c1c(NC(=O)COc2ccc(Cl)cc2C)sc(C(C)=O)c1C	-0.8%	·	·	·	0.0%	·	7.7%	7.4%	i
CN1CCN(c2ccc(CNC(=O)c3ccc(-c4ccnn4C)c4ccoc34)cc2)CC1	-12.1%	-5.3%	-2.4%	i	5.2%	-3.2	23.2%	4.4%	-13.4%
Cc1cc(C)nc(N/C(=N\S(=O)(=O)Cc2ccccc2)Nc2ccccc2Br)n1	2.8%	7.1%	14.1%	i	7.1%	18.6	?	-12.9%	-26.5%
Cc1ccc(-c2csc3ncnc(N4CCc5ccccc5C4)c23)cc1	-14.9%	-0.4%	-2.1%	i	17.6%	17.6	5.1%	9.3%	-0.9%
O=C(c1ccc(OC2CCN(C/C=C/c3ccc(F)cc3)CC2)cc1)N1CCCCC1	6.7%	2.6%	0.0%	i	9.5%	-10.1	?	·	i
O=C(c1ccco1)N1CCN(c2nc(C(F)(F)F)nc3c2nnn3Cc2ccccc2)CC1	-9.7%	0.9%	-0.7%	·	-44.0%[inhibitor]	5.0	?	?	-18.9%[57.5 µM]
S=C(Nc1ccc(Cl)cc1)N1CCCC1	0.0%	-5.5%	0.3%	i	?	5.0	0.3%	·	i
COC(=O)C1=C(C)NC(=S)NC1c1ccc(-c2cccc(Cl)c2)o1 (stereo unspecified)	12.1%	1.5%	-2.2%	i	-2.7%	-17.3	0.2%	-2.4%	i
COc1ccc(NC(=O)c2ccco2)cc1NC(=O)c1cccc(C)c1OC	8.6%	·	·	·	?	·	-6.3%	0.5%	-14.1%
COc1ccccc1CNC(=O)COC(=O)c1cc([N+](=O)[O-])ccc1N1CCOCC1	24.6%	16.0%	0.6%	i	24.8%	17.8	37.2%[activator]	11.0%	-9.6%
CCCn1c(C2CCCN2c2nc(-c3ccc(C)cc3)cs2)nc2ccccc21 (stereo unspecified)	4.7%	2.9%	8.4%	i	27.9%	-1.5	?	26.3%	27.6%
C#CCOCCOCCOCCNc1nc(N2CCOCC2)nc(N2CCN(C(=O)[C@H](CCC(=O)O)n3cc(C(N)[C@H](C)CC)nn3)CC2)n1 (stereo partly specified)	0.0%	-2.0%	-0.6%	i	10.3%	2.3	5.1%	15.2%	-30.8%[inhibitor]
CCOC(=O)c1ccc2c(c1)nc(SCC(=O)NC(C)C)n2CC	22.1%	?	1.5%	i	-15.0%	12.3	37.0%[activator]	23.4%	i
CC(C)Cn1c(SCC(=O)Nc2cccc(S(N)(=O)=O)c2)nc2ccccc2c1=O	-5.8%	-1.7%	-4.8%	i	-13.7%	0.0	-14.3%[0.307 µM]	28.9%	-18.5%
COc1ccc(-n2nc3c(c2NC(=O)C2CCCC2)CS(=O)(=O)C3)cc1	0.8%	1.0%	2.2%	i	-0.8%	-20.9	20.9%	·	-8.0%
Cc1cc(CNC(=O)[C@H]2C[C@@H]2[C@H](NP(=O)(c2ccccc2)c2ccccc2)c2ccccc2)nn1C	-1.7%	8.0%	-7.3%	i	2.8%	24.2	6.7%	13.5%	-32.7%[inhibitor]
CN1CCN(C(=O)c2ccccc2NC(=O)c2cccs2)CC1	9.1%	4.2%	0.2%	i	-3.5%	-6.5	3.8%	9.4%	-19.4%
C=CCn1c(=O)c2ccccc2n2c(SCC(C)=O)nnc12	-6.1%	16.1%	4.3%	i	1.9%	7.2	53.7%	-1.4%	-4.6%
COc1cccc(/C=N/NC(=O)CC(=O)NCCc2ccccc2)c1OC	-10.9%	16.5%	-17.7%	i	-5.7%	4.1	4.3%	3.0%	i
CCNC(=O)COC(=O)c1ccc(-c2nc3ccccc3s2)s1	7.1%	6.9%	-20.7%	i	21.9%	-4.4	-11.4%	-49.9%[inhibitor]	-78.7%[inhibitor]
COc1ccc(OC)c(NC(=O)CSc2nc3ccccc3cc2Cc2ccccc2)c1	4.7%	3.7%	15.5%	i	-16.5%	7.3	0.0%	-4.7%	-5.3%[57.5 µM]
CCn1nc(C)c(NC(=O)Nc2cccc(Cl)c2Cl)c1C	15.3%	2.2%	0.9%	i	4.2%	-2.5	3.2%	-2.5%	-20.4%
Cc1ccc(OCC(=O)NNC(=S)NC(=O)c2cccs2)c(C)c1	13.0%	-5.1%	-0.9%	i	11.8%	25.4	11.7%	3.5%	i
Cc1cc(N)n2ncc(-c3cccc(Br)c3)c2n1	-26.1%	9.3%	-37.6%[inhibitor]	i	?	-18.3	?	21.5%	-8.3%[57.5 µM]
Cc1cc(Br)cc2c(C(=O)NCC3CCCO3)cc(-c3cccs3)nc12 (stereo unspecified)	-7.5%	-2.5%	0.8%	i	23.1%	44.7	11.4%	·	-27.3%
CC(=O)c1ccc(Nc2c(C)n(C)n(-c3ccccc3)c2=O)cc1	-8.2%	3.0%	-0.9%	i	23.0%	1.0	4.0%	15.5%	i
CC(=O)Nc1ccc2nc(SCCOc3ccccc3Cl)sc2c1	-7.3%	·	·	·	?	·	?	?	i
CCCN(CC(=O)Nc1ccccc1C)C(=O)CC(NC(=O)c1ccccc1)c1ccccc1 (stereo unspecified)	16.8%	24.1%	2.0%	i	-8.0%	-28.8	-11.1%	27.2%	-22.3%
O=C(Nc1cc(C(F)(F)F)ccc1N1CCCC1)c1cccnc1	-9.6%	2.5%	-6.1%	i	23.1%	12.5	-4.6%	52.7%	i
Cc1ccc(Sc2ccc([N+](=O)[O-])cc2[N+](=O)[O-])nc1	-53.6%[inhibitor]	3.8%	0.3%	i	?	1.6	?	4.6%	-6.1%
Cc1ccc(CSCCNC(=O)c2ccc(NS(C)(=O)=O)cc2)cc1	1.5%	14.1%	-2.8%	i	-8.2%	1.8	-9.4%	3.6%	i
COC(=O)[C@H](CCSC)NC(=O)Nc1ccc(OC)cc1	22.0%	-2.7%	-1.1%	i	10.5%	5.9	-3.4%	-13.0%	i
CC(C)(C)c1ccc(S(=O)(=O)NCc2nc3cccnc3n2Cc2ccccc2Cl)cc1	-5.9%	·	·	·	?	·	?	42.8%	-40.5%[inhibitor]
